H37Rv inhibition = M. tuberculosis growth inhibition, HTS (AID 449762). M. tuberculosis H37Rv growth inhibition, 7H9 media; higher % means a stronger effect. inhibition, % at 25 µM; hits with a dose series show IC50 in µM. 330,000 compounds, 0.59% hits; in the data active means a potency from the dose series; inconclusive means inhibition above about 70% without an active follow-up result;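 further: bacterial growth assessed after seven days of incubation; strong numbers were not always called active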
influenza NS1A = NS1A inhibition, H1N1 influenza, cell based functional assay (AID 504329) | NS1A functional cell-based assay, percent inhibition; higher % means a stronger effect | inhibition, % at 12.5 µM; hits with a dose series show IC50 in µM | 340,000 compounds, 0.3% hits; in the data active means a potency from the dose series; inconclusive means inhibition above about 27% without an active follow-up result; further: strong numbers were not always called active
tuberculosis growth = growth inhibition of non-replicating M. tuberculosis (AID 488890). Mycobacterium tuberculosis non-replicating, growth inhibition; higher % means a stronger effect. inhibition, % at 25 µM, or IC50 in µM where a hit was titrated. 320,000 compounds, 0.39% hits; in the data active means a potency from the dose series; inconclusive means inhibition mostly from about 82% at the one dose, without a potency; inactive means the rest, 99 in 100 with inhibition below about 76%;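 further: plate controls were DMSO cells for no effect and high antibiotic wells for full effect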
VEEV TC-83 Vero = inhibitors of VEEV TC-83 cytopathic effect, confirmation, Vero cells (AID 588727); Vero cells, VEEV TC-83 cytopathic effect inhibition; higher % means a stronger effect; inhibition, % at 20 µM, or IC50 in µM where a hit was titrated; 350,000 compounds, 0.13% hits; in the data active means a potency from the dose series; inconclusive means inhibition mostly from about 14% at the one dose, without a potency; inactive means the rest, 99 in 100 with inhibition below about 12%; further: strong numbers were not always called active
Salmonella PhoP GFP = Inhibition of PhoP regulon, Salmonella typhi GFP reporter cells, confirmation, 4 h (AID 1850); Salmonella Typhi PhoP-promoter GFP reporter, fluorescence, 4 h; higher % means a stronger effect; one-dose inhibition, % at 50 µM; IC50 in µM for titrated hits; 310,000 compounds, 0.33% hits; in the data active means a potency from the dose series; inconclusive means inhibition mostly from about 25% at the one dose, without a potency; inactive means the rest, 99 in 100 with inhibition below about 19%;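 further: 0% = induced wells with vehicle and 100% = uninduced wells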
VEEV TC-83 Vero 10K pilot screen = recorded beside VEEV TC-83 Vero, whose call it bears; inhibition, %; measured here: 10K pilot screen inhibition
* = called active by the depositor; i = inactive; ? = inconclusive; nt = not tested or not shown.

SMILES	H37Rv inhibition	influenza NS1A	tuberculosis growth	VEEV TC-83 Vero	Salmonella PhoP GFP	others
Cc1ccc(N/N=C(\C#N)C(=N)N2CCCCCC2)cc1	-5%	6%	8%	0.5%	-7%
COC(=O)C1CN(C(=O)COc2cc(C)cc(C)c2)c2ccccc2O1 (stereo unspecified)	2%	11%	27%	0.4%	3%
CCC/S(CC1CC1(Cl)Cl)=N\S(=O)(=O)c1ccc(C)cc1 (stereo unspecified)	3%	28%	-11%	1.1%	-2%
Cc1ccc2c(c1)N(CC(=O)NCCCc1ccccc1)C(=O)c1cccnc1O2	-16%	2%	28%	8.2%	6%
Cc1ccc(S(=O)(=O)N2CCN(C(=O)COC(=O)/C=C/c3cccc(Cl)c3)CC2)c(C)c1	nt	1%	nt	4.3%	nt
Cc1cc(C)c(S(=O)(=O)Nc2ccccc2)c(C)c1	nt	-20%	nt	5.9%	nt
CSc1nncc(-c2ccc(F)cc2)n1	0%	-7%	31%	0.8%	-4%
CCCCOc1ccc(-c2nnn(C(C)(C)C(=O)OC)n2)cc1	?	-3%	?	0.8%	-5%
COCc1nnc(NC(=O)c2ccc(S(=O)(=O)N(C)C3CCCCC3)cc2)o1	26%	-1%	?	9.0%	-2%
O=C(CNC(=O)c1ccncc1)N/N=C/c1cc(Br)ccc1OCc1ccccc1	4%	13%	4%	7.1%	7%
Cc1[nH]nc2c1C(c1ccccc1F)NC2=O (stereo unspecified)	-4%	3%	nt	1.1%	8%
S=c1nc(COc2ccccc2)[nH]c2ccccc12	33%	12%	74%	0.5%	-8%
Cc1cccc(NC(=O)CSCC(=O)N(CCC(C)C)c2c(N)n(Cc3ccccc3)c(=O)[nH]c2=O)c1	39%	-3%	38%	10%	5%
COc1ccc(CCNc2cc(N3CCN(C(=O)c4ccccc4F)CC3)ccc2[N+](=O)[O-])cc1OC	4%	-6%	11%	7.7%	-3%	VEEV TC-83 Vero 10K pilot screen=2.1
CCc1ccc(N(C(C)=O)c2nc(CCl)cs2)cc1	4%	6%	13%	2.7%	7%
CCC(CO)Oc1cc(NC(=O)c2ccc([N+](=O)[O-])cc2)c2ncn(C(C)C)c2c1 (stereo unspecified)	0%	-8%	-2%	1.4%	nt
COc1ccc(C2=NS(=O)(=O)N(C)C(C(=O)Nc3cc(OC)c(OC)c(OC)c3)=C2)cc1	-3%	-4%	10%	3.8%	2%
CCOc1ccccc1C1N(c2ccc(F)cc2)C(=O)C2CCCN21 (stereo unspecified)	-3%	7%	2%	0.8%	-8%
CC(NS(=O)(=O)c1ccccc1)C1CC2CCC1C2 (stereo unspecified)	3%	-14%	26%	i	5%
COc1ccc(OC)c(S(=O)(=O)N2CCC(C(=O)N3CCc4ccccc4C3)CC2)c1	-7%	2%	6%	9.4%	7%
Nc1c(-c2ccccn2)cnn1-c1nc(-c2ccc(F)cc2)cs1	13µM*	-10%	4%	5.1%	-11%
CC(C)(C)c1ccc(C(=O)Nc2cccc(C(=O)N3CCOCC3)c2)cc1	-11%	3%	11%	9.9%	-2%
Nc1ccc2oc3ccccc3c2c1	?	11%	nt	0.7%	-4%
O=C(CN1CCN(c2cccc(C(F)(F)F)c2)CC1)NCc1ccccc1	-4%	6%	38%	i	4%
COc1ccccc1N1CCN(c2ccc3cc(S(=O)(=O)N4CCCCC4)ccc3n2)CC1	6%	9%	23%	3.3%	6%
CCOC(=O)C1=C(COC(=O)CNC(=O)c2ccc(C(C)(C)C)cc2)NC(=O)NC1C (stereo unspecified)	-11%	6%	4%	1.9%	-2%
COC(=O)CNc1nc(Cl)nc(NC2CCCCC2)n1	1%	-1%	24%	i	-3%
NNC(=O)c1nnsc1-c1csnn1	nt	-21%	nt	4.0%	nt
CCC1C(=O)Nc2ccccc2N1C(=O)c1ccc(Cl)nc1 (stereo unspecified)	2%	-1%	-11%	0.1%	-8%
Fc1ccc(NC(=S)Nc2nccs2)cc1	?	-14%	?	5.7%	11%
CCOc1ccccc1N(C(=O)c1snc(C(N)=O)c1N)C(C(=O)NCC1CCCO1)c1ccc2ncccc2c1 (stereo unspecified)	-7%	-5%	20%	i	-3%
O=[N+]([O-])c1ccc(O)c(CSc2nnnn2-c2ccccc2)c1	12%	14%	7%	i	-8%
CC(C)(C)OC(=O)N1Cc2ccccc2C[C@H]1C(=O)NCC(=O)NCC1CCCO1 (stereo partly specified)	2%	4%	-4%	1.9%	6%
COC/C=C/C1=CC2=CC(=O)C(C)(OC(=O)c3cnc4ccccc4n3)C(=O)C2=CN1c1cccc(C#N)c1 (stereo unspecified)	-7%	nt	17%	nt	0%
COc1ccc(NC(=O)c2nc(C)c(C3(C)CC(c4ccccc4)=NO3)s2)cc1 (stereo unspecified)	?	-2%	26%	3.7%	-5%
CSc1ccccc1NC(=O)Nc1ccccc1Cl	-5%	-5%	7%	i	-1%
COC(=O)c1ccc(C(=S)NCC2(N(C)C)CCCCC2)cc1	-1%	-4%	20%	3.3%	11%
COc1cccc(NC(=O)c2cnn(-c3ccccc3)c2C)c1	2%	16%	32%	3.3%	-5%
CCOC(=O)Cn1c(-c2ccc(OC)cc2)c(-c2ccc(OC)cc2)nnc1=O	2%	-9%	50%	i	-3%
O=C(NCCc1ccc2c(c1)OCCO2)c1ccccc1F	13%	11%	11%	1.9%	-6%
Clc1ccc(Nc2nc(C3CC3)cs2)cc1	3%	27%	22%	3.8%	25%
O=C(NC1CCCCC1)c1cc(-c2cccc(Cl)c2)on1	-3%	-5%	-1%	0.4%	20%
Cc1cc(C)c2cc3c(N)c(C(=O)N4CCc5ccccc5C4)sc3nc2c1	3%	6%	65%	0.8%	1%
CCc1nc(SCC(=O)Nc2nc3c(s2)CCCC3)c2ccccc2n1	-3%	22%	23%	i	-2%
Cc1ccc(CNc2nc(C)c(C(=O)N(C)C)s2)cc1	4%	-5%	3%	0.4%	9%
CN1CC(c2ccccn2)C2(SC(=S)N(Cc3ccccc3)C2=O)C12C(=O)Nc1ccccc12 (stereo unspecified)	19%	1%	28%	1.0%	-8%
Cc1cc(C)c(C)c(S(=O)(=O)Nc2cccc(-n3cnnn3)c2)c1C	-3%	-6%	-8%	1.8%	8%
CCOC(=O)c1sc(=NC(=O)c2ccc(F)cc2)n(C)c1C	-9%	-3%	8%	1.0%	0%
N#Cc1nc(-c2ccccc2)oc1NCc1ccco1	0%	4%	0%	4.3%	2%
CCOC(=O)N1CCN(C(=O)COC(=O)c2ccc([N+](=O)[O-])cc2Cl)CC1	nt	-9%	nt	0.8%	nt
Cc1ccc(CNC(=O)CC(C)S(=O)(=O)c2cc3c(cc2C)NC(=O)CO3)cc1 (stereo unspecified)	-19%	0%	0%	1.1%	2%
Cc1cc(C)c(NC(=O)COC(=O)C2CCC2)c(Cl)c1	-2%	-5%	-12%	0.7%	-4%
O=C(O)CCS(=O)(=O)c1ccccc1Cl	7%	-8%	0%	0.3%	1%
CC(=O)C[C@H]1c2ccccc2S(=O)(=O)N1C1CCCC1	-6%	-6%	-10%	1.1%	8%
COc1ccc(CCNC(=O)c2cc(COc3c(C)cccc3C)on2)c(OC)c1	-7%	-4%	1%	0.7%	-10%
CCOc1ncccc1C(=O)NNC(=O)c1ccccc1-n1cccc1	-5%	3%	-7%	3.3%	-10%
O=C(Nc1ccc(Cl)cn1)c1ccc2[nH]c(=O)c(=O)[nH]c2c1	-9%	1%	6%	3.1%	4%
COc1ccc(C)cc1C(=O)CCC(=O)NCCc1ccc(S(N)(=O)=O)cc1	4%	5%	6%	0.4%	1%
O=P(c1ccccc1)(c1ccccc1)c1nc(-c2ccccc2)oc1NCc1ccccc1	-6%	4%	6%	1.9%	-15%
Cn1c(=O)c(C(=O)CCl)c(N)n(Cc2ccccc2)c1=O	47%	-2%	14%	0.2%	-21%

Of the compounds above, these have a cyano group:
SMILES	H37Rv inhibition	influenza NS1A	tuberculosis growth	VEEV TC-83 Vero	Salmonella PhoP GFP	others
Cc1ccc(N/N=C(\C#N)C(=N)N2CCCCCC2)cc1	-5%	6%	8%	0.5%	-7%
COC/C=C/C1=CC2=CC(=O)C(C)(OC(=O)c3cnc4ccccc4n3)C(=O)C2=CN1c1cccc(C#N)c1 (stereo unspecified)	-7%	nt	17%	nt	0%
N#Cc1nc(-c2ccccc2)oc1NCc1ccco1	0%	4%	0%	4.3%	2%

The list goes on.
SMILES	H37Rv inhibition	influenza NS1A	tuberculosis growth	VEEV TC-83 Vero	Salmonella PhoP GFP	others
COc1ccc(CNC(=O)c2ccc(SC)cc2OC)cc1	2%	-6%	8%	1.1%	7%
CN1CCN(Cc2ccc(OCc3ccccc3)cc2)CC1	-11%	-2%	10%	0.5%	-1%
CC1CC(C)(C)NC(=S)N1CC(=O)NCc1ccc(F)cc1 (stereo unspecified)	-8%	-2%	3%	0.6%	11%
CC(=O)Nc1ccc(N(C)C)cc1[N+](=O)[O-]	6%	-12%	-7%	0.1%	-2%
CCN(CC)CCCn1c2c(c(SCC(=O)Nc3ccc(F)c(F)c3)nc1=O)CCC2	-5%	-1%	-2%	1.3%	7%
COc1cccc(OCC(=O)Nc2ccccc2-c2ccccc2)c1	57%	nt	38%	5.7%	-2%
COc1cc2[nH]c(=S)n(CCCN3CCOCC3)c(=O)c2cc1OC	-8%	6%	0%	i	3%
Cc1ccc(CCCOC(=O)C[N+]2(C)CCCCC2)cc1	-5%	9%	3%	0.4%	13%
Cc1ccc(N2NC(=O)/C(=C/C=C/c3ccco3)C2=O)cc1C	?	-2%	3.7µM*	0.8%	1%
O=c1sc(Nc2ccccc2)nc2ccccc12	-4%	8%	11%	i	-1%
O=C(O)c1ccc(NC(=O)C2C3CCC(C3)C2C(=O)O)cc1 (stereo unspecified)	0%	-4%	7%	i	-5%
COc1cc2c(cc1OC)C1C/C(=N\O)C(CC(C)C)CN1CC2 (stereo unspecified)	-6%	-16%	16%	3.1%	-1%
COc1ccc(OCC(O)CNC(=O)c2ccc(C)cc2)cc1 (stereo unspecified)	-6%	0%	-8%	i	-2%
COc1cccc(NCc2cc(=O)oc3cc(C)c(C(C)C)cc23)c1	-2%	-10%	9%	2.2%	-9%
O=C(Nc1cccc(C(F)(F)F)c1)C(SCCO)c1ccccc1 (stereo unspecified)	5%	-4%	14%	2.5%	-6%
COc1ccc(C(=O)NC(NC(=O)c2ccc(OC)c(OC)c2)c2ccccc2F)cc1OC	1%	-2%	-11%	0.1%	2%
CN(CC(=O)Nc1ccc(Cl)cc1)C(=O)c1ccc(-n2cncn2)c([N+](=O)[O-])c1	2%	-4%	-5%	7.4%	1%
COc1cc(/C=C/C(=O)O)cc(S(=O)(=O)Nc2cccc(SC)c2)c1OC	-4%	0%	-14%	0.2%	-5%
c1ccc(Cc2nc(-c3ccccn3)no2)cc1	-2%	0%	17%	i	-1%
Cc1cc(S(=O)(=O)NCC(C)C)ccc1OCC(=O)NCc1ccco1	-1%	-13%	-5%	0.6%	-5%

Fetched by structure from the list above, 2 records:
SMILES	H37Rv inhibition	influenza NS1A	tuberculosis growth	VEEV TC-83 Vero	Salmonella PhoP GFP	others
COc1cccc(NCc2cc(=O)oc3cc(C)c(C(C)C)cc23)c1	-2%	-10%	9%	2.2%	-9%
O=C(Nc1cccc(C(F)(F)F)c1)C(SCCO)c1ccccc1 (stereo unspecified)	5%	-4%	14%	2.5%	-6%

(more compounds)
SMILES	H37Rv inhibition	influenza NS1A	tuberculosis growth	VEEV TC-83 Vero	Salmonella PhoP GFP	others
Cc1cc(C)n(Cc2ccc(C(=O)NN)o2)n1	-4%	-4%	-10%	0.7%	7%
CCC1SC2=NCCN2C1(O)c1ccc(Cl)cc1 (stereo unspecified)	2%	-7%	17%	0.0%	12%
CCOc1ccc(-c2nnn(CC(=O)NCc3ccc4c(c3)OCO4)n2)cc1	5%	5%	1%	i	3%
Cc1ccc(/C(O)=C2/C(=O)C(=O)N(CCN3CCOCC3)C2c2cccs2)cc1 (stereo unspecified)	-8%	-8%	-1%	0.1%	-8%
CCN1C(=O)c2cccc3cccc1c23	-17%	-11%	1%	4.6%	8%
O=C(CN1CCCC1)Nc1ccc(Br)cc1	3%	-1%	37%	1.4%	7%
Cc1nnc(SCC(=O)Nc2ccc(Cl)cn2)s1	4%	-2%	28%	2.0%	-2%

Four compounds already listed, ordered by number of heavy atoms, rising.
SMILES	H37Rv inhibition	influenza NS1A	tuberculosis growth	VEEV TC-83 Vero	Salmonella PhoP GFP	others
CCN1C(=O)c2cccc3cccc1c23	-17%	-11%	1%	4.6%	8%
Cc1cc(C)n(Cc2ccc(C(=O)NN)o2)n1	-4%	-4%	-10%	0.7%	7%
Cc1nnc(SCC(=O)Nc2ccc(Cl)cn2)s1	4%	-2%	28%	2.0%	-2%
Cc1ccc(/C(O)=C2/C(=O)C(=O)N(CCN3CCOCC3)C2c2cccs2)cc1 (stereo unspecified)	-8%	-8%	-1%	0.1%	-8%

Source: PubChem BioAssay (Southern Research Specialized Biocontainment Screening Center)
